# Bioassay records as filed in PubChem.
# PLK1 PBD block – blocks phosphopeptide binding to human PLK1 polo-box domain. 360,000 tested, 2.8% active. Plk1 PBD binding of FITC phosphopeptide, fluorescence polarization. Potency, µM, without a hit: max response, negative = inhibition, hits mostly inhibitors. P53350; note: potency is the fitted concentration of half-maximal effect; series mostly up to about 57 µM; % is set by controls: 0 for no effect and ±100 for the full control effect; nearly all actives have a fitted effect of over 65% in size
# EPAC1 antagonist – blocks human EPAC1 exchange factor; 360,000 tested, 0.14% active; EPAC1 GEF assay, Rap1b-BODIPY-GDP exchange fluorescence; Potency, µM (highest dose often 115 µM), for the others: top-dose activity change, negative = inhibition, hits mostly inhibitors; AID 720709;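 note: potency is the fitted concentration of half-maximal effect; plate controls were vehicle for no effect and positive control for full effect; nearly all actives have a fitted effect of over 50% in size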
# FUS yeast rescue – rescues growth of FUS-expressing yeast | S. cerevisiae FUS-expressing, growth rescue, OD600, 24 h | Potency, µM (series often up to 76.6 µM), for the others: top-dose growth rescue (activation), actives largely listed as activators | AID 1347120 | 390,000 tested, 0.24% active;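 note: potency is the fitted concentration of half-maximal effect; plate controls were DMSO vehicle for no effect and reference control for full effect; nearly all actives have a fitted effect of over 55% in size; some results filed as inactive show a strong effect at the top dose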
#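 Steps: raffinose overnight preculture; dilution to OD 0.005 in 2% galactose minimal medium; compound addition (concentration series); 24hr at 30C, 99% humidity; absorbance read at 600 nm.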
# Abeta rescue – compounds reversing amyloid beta toxicity in yeast | yeast expressing A-beta42, growth rescue, OD600, 48 h; response scale: 0% DMSO, 100% iron-clioquinol control | Potency, µM (titrated, usually from 46.1 µM), for the others: at the highest dose growth rescue, usual class: activators | 410,000 tested, 0.063% active; note: potency is the fitted concentration of half-maximal effect; nearly all actives have a fitted effect of over 55% in size
#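 Yeast growth medium received pinned compounds, then yeast cells expressing toxic A-beta were added; plates incubated at 30 C for 48 hr. Growth read as absorbance at 600 nm, normalized to DMSO and equimolar FeCl3 plus clioquinol controls.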
# WRN inhibitor – WRN helicase (human) inhibition | Q14191 | 360,000 tested, 0.46% active | WRN helicase unwinding, fluorescent forked duplex, kinetic | Potency, µM (highest dose often 114 µM), without a hit: top-dose activity change, negative = inhibition, hits mostly inhibitors; note: potency is the fitted concentration of half-maximal effect; % is set by controls: 0 for no effect and ±100 for the full control effect; nearly all actives have a fitted effect of over 55% in size
# Target sequence (Q14191 whole entry, looked up): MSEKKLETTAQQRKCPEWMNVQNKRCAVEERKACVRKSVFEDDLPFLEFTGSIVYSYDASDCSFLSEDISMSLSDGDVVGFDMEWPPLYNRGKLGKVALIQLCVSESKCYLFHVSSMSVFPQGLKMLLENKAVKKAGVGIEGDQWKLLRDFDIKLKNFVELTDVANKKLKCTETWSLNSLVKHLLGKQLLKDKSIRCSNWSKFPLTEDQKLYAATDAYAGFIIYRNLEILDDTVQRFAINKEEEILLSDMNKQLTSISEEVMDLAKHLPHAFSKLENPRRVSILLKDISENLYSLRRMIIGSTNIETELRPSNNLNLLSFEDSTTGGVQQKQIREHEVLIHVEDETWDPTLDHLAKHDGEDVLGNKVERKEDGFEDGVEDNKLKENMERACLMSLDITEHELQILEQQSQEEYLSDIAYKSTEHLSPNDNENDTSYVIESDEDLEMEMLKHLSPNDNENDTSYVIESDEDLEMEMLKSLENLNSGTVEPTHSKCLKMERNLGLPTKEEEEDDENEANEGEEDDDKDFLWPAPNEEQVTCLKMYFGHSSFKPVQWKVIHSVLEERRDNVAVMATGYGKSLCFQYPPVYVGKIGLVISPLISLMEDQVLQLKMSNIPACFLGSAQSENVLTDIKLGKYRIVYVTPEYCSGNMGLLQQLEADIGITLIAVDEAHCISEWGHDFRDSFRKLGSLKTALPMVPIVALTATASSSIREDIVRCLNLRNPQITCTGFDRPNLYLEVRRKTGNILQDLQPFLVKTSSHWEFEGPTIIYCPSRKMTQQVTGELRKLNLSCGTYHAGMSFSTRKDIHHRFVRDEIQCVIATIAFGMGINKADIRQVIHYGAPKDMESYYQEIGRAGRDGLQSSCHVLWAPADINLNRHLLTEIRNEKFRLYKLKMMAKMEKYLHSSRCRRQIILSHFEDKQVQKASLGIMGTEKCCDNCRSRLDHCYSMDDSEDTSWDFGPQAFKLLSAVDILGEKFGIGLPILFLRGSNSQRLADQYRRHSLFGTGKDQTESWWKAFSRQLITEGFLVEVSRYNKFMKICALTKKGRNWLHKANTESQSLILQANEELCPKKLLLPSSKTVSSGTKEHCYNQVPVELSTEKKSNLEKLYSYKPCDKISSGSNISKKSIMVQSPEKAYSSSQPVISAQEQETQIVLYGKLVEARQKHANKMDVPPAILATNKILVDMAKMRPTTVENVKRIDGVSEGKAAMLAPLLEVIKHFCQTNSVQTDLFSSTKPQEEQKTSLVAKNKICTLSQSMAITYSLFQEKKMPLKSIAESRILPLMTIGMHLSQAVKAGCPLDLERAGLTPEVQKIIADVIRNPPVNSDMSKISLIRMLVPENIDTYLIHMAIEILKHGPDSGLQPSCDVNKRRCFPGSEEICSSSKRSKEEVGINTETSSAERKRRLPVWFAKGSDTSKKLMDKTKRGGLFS
#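 WRN at 20 nM final preincubated with compound 15 min at room temperature; reaction started with 100 nM fluorophore/quencher forked duplex oligonucleotide and 2 mM ATP final. Unwinding followed kinetically by red fluorescence (ex 525, em 598 nm).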
# IL2 activator – activates IL-2 in a cell-based reporter assay. 360,000 tested, 0.065% active. activation, % (series mostly up to about 46 µM). IL-2 activation reporter assay, cell-based qHTS; stimulated with anti-CD3/CD4/CD28 beads; in transgenic mouse T cells; in the data active = activation above about 50%; inconclusive = mostly about 30% to 49%; note: 0% is about no effect
#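 Readout is EGFP and DsRed signal by fluorescent plate cytometry after 18 h at 37 degrees C. Transgenic mouse T cells (750/well) received compound for 60 min before bead stimulation (anti-CD3, anti-CD4, anti-CD28); memory T cells served as non-tolerant control.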
# PI5P4Ka inh – PI5P4K alpha (human) kinase inhibition; max response, %; PI5P4Kalpha enzyme, ADP-Glo luminescence, 60 min; hits give low values; 330,000 tested, 1.2% active; P48426; active = max response of -50% or lower; inconclusive = between -30% and -50%; inactive = -30% or higher; note: value at the top dose of about 77 µM; % is set by controls: 0 for no effect and ±100 for the full control effect
#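 Enzyme plus substrate dispensed, test compounds pinned in, then ATP (5 microM final) added. After 60 min at RT, ADP-Glo reagent 1 for 45 min and reagent 2 for 30 min preceded luminescence imaging.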
# EPAC1 agonist – activates human EPAC1 exchange factor; AID 720707; EPAC1 agonist qHTS, biochemical assay; response scale: 100% = response to 6.5 mM cAMP; 360,000 tested, 0.073% active; Potency, µM (series often up to 154 µM), for inactives: at the top dose activation, usual class: activators; note: potency is the fitted concentration of half-maximal effect; nearly all actives have a fitted effect of over 60% in size
#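 EPAC1 100 nM, Rap1B–BODIPY-GDP 250 nM, unlabeled GDP 50 uM; compound titration; 5 min RT; kinetic read ex480/em540 at 5-min intervals ×30 min; data normalized to 6.5 mM cAMP agonist control.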
# * hit, by the source's call; ? = inconclusive; · = not tested or not shown; [ ] = remark or other dose. Unless noted, calls come from the whole dose curve; as a rule, active = well fitted curve in the direction sought with a large enough effect; inconclusive = small, poorly fitted or top-dose-only effect, or another doubt; inactive = no such curve, though single readings can be large; an effect the other way counts as inactive or inconclusive. Outcome played no part in choosing rows. Share with any hit: about 4.1%.
canonical_smiles	PLK1 PBD block	EPAC1 antagonist	FUS yeast rescue	Abeta rescue	WRN inhibitor	IL2 activator	PI5P4Ka inh	EPAC1 agonist
CN(C)c1cccc(C(=O)OCC(=O)Nc2ccccc2Sc2ccccc2)c1	-9%	-9%	37%	-9%	-4%	-1.8	15	12%
CCCn1c(SCC(=O)Nc2ccc(NC(=O)CC)cc2)nc2c1c(=O)n(C)c(=O)n2C	-12%	-1%	14%	-11%	-5%	-1.8	1	-1%
Cc1ccc(SCC(=O)OC(C)C(=O)NC2(C#N)CCCCC2)cc1 (stereo not drawn)	-5%	-17%	1%	11%	-1%	-3.5	12	0%
O=C(COc1ccc2ccccc2c1Br)NC(=S)Nc1cccc(CO)c1	-20%	-7%	3%	12%	0%	-0.7	-3	11%
COc1cc(/C=N/N2CCN(Cc3ccc(C)cc3)CC2)cc(OC)c1O	-5%	-18%	-6%	14%	2%	-0.2	-12	10%
COc1ccc(NC(=O)COc2ccc(C)cc2)c([N+](=O)[O-])c1	-19%	6%	9%	-5%	-2%	3.3	2	0%
O=C(Nc1cccc2ccccc12)N1CCc2ccccc2C1	-2%	3%	30%	-31%	-2%	-1.2	0	2%
CC(C)Cn1c(N2CCN(CC(=O)Nc3ccc(Cl)cc3)CC2)nc2ccccc21	1%	-12%	29%	12%	-12%	-1.0	16	6%
CCC(Oc1ccccc1)C(=O)NCCCN1CCOCC1 (stereo not drawn)	-6%	4%	-6%	-10%	2%	-4.1	0	1%
CC(=O)Nc1nonc1NC(=O)c1ccc(F)cc1	-5%	8%	-11%	8%	3%	2.1	1	3%

# Structures listed so far with an aryl methoxy group (two):
canonical_smiles	PLK1 PBD block	EPAC1 antagonist	FUS yeast rescue	Abeta rescue	WRN inhibitor	IL2 activator	PI5P4Ka inh	EPAC1 agonist
COc1cc(/C=N/N2CCN(Cc3ccc(C)cc3)CC2)cc(OC)c1O	-5%	-18%	-6%	14%	2%	-0.2	-12	10%
COc1ccc(NC(=O)COc2ccc(C)cc2)c([N+](=O)[O-])c1	-19%	6%	9%	-5%	-2%	3.3	2	0%

# Later entries
canonical_smiles	PLK1 PBD block	EPAC1 antagonist	FUS yeast rescue	Abeta rescue	WRN inhibitor	IL2 activator	PI5P4Ka inh	EPAC1 agonist
CCOC(=O)C1(Cc2ccccc2)CCCN(C2CCN(C(C)=O)CC2)C1 (stereo not drawn)	-10%	2%	14%	-8%	-2%	0.6	0	5%
COC(=O)C(C)(C(=O)OC)c1ccccc1[N+](=O)[O-]	-4%	11%	0%	25%	4%	4.1	-4	-2%
COC(=O)c1sc2nc(-c3ccco3)ccc2c1N	?	-12%	·	-8%	-17%	0.5	-19	-1%
O=C1Nc2ccccc2C1=O	-8%	-4%	-15%	-4%	4%	0.5	-4	-14%
COCCN(C(=O)c1csnn1)C(C(=O)NC1CCCC1)c1ccc(C)cc1 (stereo not drawn)	-9%	15%	0%	12%	9%	0.3	3	3%
Cc1cc(=O)[nH]c(SCC(=O)N2CC3(C)CC2CC(C)(C)C3)n1 (stereo not drawn)	-10%	20%	3%	-3%	17%	0.0	-3	5%
CCOP(=O)(CC(C(C)=O)C(O)c1ccccc1)OCC (stereo not drawn)	-16%	2%	-32%	-24%	4%	2.1	2	-20%
CCCn1c(=O)c(C(=O)NCc2ccccc2)c(O)c2ccccc21	12µM*	-10%	-14%	-7%	-35%	-0.7	-5	0%
O=C(NC1CCCCC1)c1cc(-c2ccc(O)cc2)on1	-6%	-20%	9%	5%	8%	1.1	1	-4%
CCOc1cc(C2NC(=O)NC(O)(C(F)(F)F)C2C(=O)c2ccc(Cl)cc2)ccc1O (stereo not drawn)	-10%	-7%	4%	-9%	-1%	1.7	·	4%
Cc1nn(-c2ccccn2)c2nc(-c3cccs3)cc(C(=O)NCc3ccco3)c12	-20%	-15%	?	13%	-17%	-0.5	-25	8%
COc1cccc(NC(=O)CCCOc2cc(=O)n(C)c3ccccc23)c1	-13%	3%	0%	8%	-5%	0.2	0	8%
COc1ccc(-c2ccc(S(=O)(=O)N3CCOCC3)cc2)cc1	1%	5%	-1%	10%	0%	-0.6	·	0%
O=c1c2cnn(-c3ccccc3)c2ncn1CCc1ccccc1	4%	-3%	·	3%	-4%	-1.6	1	0%
NC(=O)c1ncn([C@@H]2O[C@H](CNCc3c(OCc4ccccc4F)ccc4ccccc34)[C@@H](O)[C@H]2O)n1	-12%	6%	-12%	3%	-1%	-0.3	10	-2%
O=C(Nc1ccccc1)c1cc(C2CCCCN2C(=O)OCc2ccccc2)on1 (stereo not drawn)	6%	-10%	-10%	-9%	-4%	0.3	8	1%
Cc1c(N=Cc2c(O)n(C)c(=O)c3ccccc23)c(=O)n(-c2ccccc2)n1C	4%	5%	9%	9%	-3%	22	·	?
CC(C)(C)CC(C)(C)NC(=S)N1CCN(Cc2ccc3c(c2)OCO3)CC1	-10%	-3%	-30%	-1%	-2%	1.2	0	4%
CCCn1nc(NC(=O)c2cccs2)c2cc3ccc(C)cc3nc21	7%	-9%	·	·	-1%	0.7	0	-1%
CC[C@@H](NC(=O)Cn1cc(C)c(=O)[nH]c1=O)c1ccccc1	-11%	3%	-27%	-8%	7%	0.7	-5	12%
C=C(C)CC(c1ccccc1)N(C(C)=O)c1ccco1 (stereo not drawn)	-16%	-9%	-25%	4%	3%	-3.0	-4	3%
CC1O[C@@H](O[C@H](C)CC[C@@H](C)O)C(O)C[C@H]1O (stereo partly drawn)	9%	-18%	-27%	5%	5%	0.4	-4	-9%
Cc1ccc(CNC(=O)C(=O)NCC2CCCO2)cc1 (stereo not drawn)	0%	0%	13%	1%	-10%	0.9	7	-1%
COCCCNC(=O)CCS(=O)(=O)Cc1ccc(C)cc1	2%	6%	-13%	18%	-1%	-2.7	·	2%
CC(=O)NCCOC(=O)Nc1ccncc1	-1%	12%	-4%	-3%	-23%	-1.3	·	0%
CC(C)c1c(C(=O)N/N=C/c2cccnc2)nnn1-c1nonc1N	-4%	-17%	7%	-5%	19%	-3.7	-1	-4%
CCN(CC)CCNC(=O)c1cc([N+](=O)[O-])c(N(C)C)cc1OC	2%	-16%	9%	-14%	-3%	2.2	-8	-1%
Cc1cc(C)c2c(N)c(C(=O)N/N=C/c3cccnc3)sc2n1	-8%	11%	12%	11%	-26%	0.2	0	8%
O=[N+]([O-])c1ccc(/C=N/Nc2ccc3ccccc3c2)o1	-12%	-20%	6%	0%	-15%	4.9	-6	-1%
CSc1ccc(/C=C2\CCn3c2nc2cc(C(=O)O)ccc2c3=O)cc1	-7%	-6%	27%	0%	-15%[11.6 µM]	-3.4	?	-6%
COCC(C)n1c(SCC(=O)NC2CCCCC2C)nc2ccccc2c1=O (stereo not drawn)	8%	-6%	5%	16%	-4%	-0.6	-1	3%
Cc1ccc(S(=O)(=O)N2CCOCC2)cc1C(=O)OCC(=O)c1c(N)n(C)c(=O)n(C)c1=O	-10%	2%	-5%	1%	-2%	-0.6	6	-7%
CSc1cccc(NC(=S)NC(=O)c2cccnc2)c1	-9%	8%	-11%	21%	-4%	-0.6	-1	-2%
CN(C)CCOC1c2ccccc2-c2ccccc21	30µM*	-17%	16%	5%	-3%	-0.3	-4	2%
O=C(CCn1nnnc1CN1CCOCC1)N1CCC(c2ccccc2F)C1 (stereo not drawn)	1%	-9%	10%	2%	-2%	-2.1	2	-5%
CCN(CC)c1ccc(Nc2nc(N3CCOCC3)c3ccccc3n2)cc1	-2%	-19%	8%	-3%	-8%	-2.3	·	0%
CCN(Cc1nc2ccccc2c(=O)[nH]1)C(=O)COc1ccccc1-c1ccccc1	-3%	10%	43%	-2%	0%	0.3	0	1%
Cc1cc(C)n(CC(=O)NC2C(=O)N3C(C(=O)O)=C(CSc4nnc(C)s4)CSC23)n1 (stereo not drawn)	-19%	20%	-20%	-5%	-9%[11.6 µM]	-0.2	-3	-2%
O=C(Nc1ncc2c(n1)CC(c1ccc(Cl)cc1)CC2=O)c1ccco1 (stereo not drawn)	-2%	2%	4%	-17%	-5%	-1.0	1	0%
O=C(c1cnn(-c2ccc(Cl)cc2)c1)c1ccccc1O	-16%	-11%	11%	-17%	-4%	-2.8	6	12%
O=c1c2ccccc2n(CC(O)CN2CCOCC2)c2ccccc12 (stereo not drawn)	-11%	8%	25%	-13%	11%	0.5	-10	7%
Cc1ccc(NC(=O)CN(C)C2CCCCC2)cc1Br	6%	-2%	4%	-6%	4%	-3.5	0	-4%
O=C(NCCN1CCOCC1)c1ccc2c(c1)N(Cc1ccccc1)C(=O)c1ccccc1S2	?	14%	27%	12%	-6%	2.8	-1	6%
CCn1cc(C(=O)NCCC(C)C)c(=O)c2cc(S(=O)(=O)N3CCCCC3)ccc21	-4%	7%	4%	-16%	-5%[57.1 µM]	-1.3	-7	-4%
O=C(O)Cc1ccc(-c2ccccc2-c2ccccc2)cc1	-19%	-17%	-4%	-36%[inhibitor]	-3%	0.3	-2	4%
COc1ccc(-n2c(=O)cc(N3CCN(c4ccccc4)CC3)[nH]c2=O)cc1	-2%	-6%	·	19%	-6%	1.4	9	6%
CN(Cc1ccccc1)S(=O)(=O)c1csc(C(N)=O)c1	7%	-11%	-27%	3%	0%	1.5	5	-12%
COc1ccc(NC(=O)CSc2ccc(-c3ccco3)nn2)cc1OC	-13%	-2%	16%	-11%	-35%	0.1	-6	20%
CCOC(=O)C1CN(S(=O)(=O)c2ccc(C)cc2)CCN1S(=O)(=O)c1ccc(C)cc1 (stereo not drawn)	1%	3%	0%	-1%	-9%[57.1 µM]	-3.2	·	15%
CCOc1ccc(NC(=O)CSc2nc3ccsc3c(=O)n2CCCCC(=O)O)cc1	-4%	3%	-37%	-3%	-4%[11.6 µM]	-0.2	-65*	1%
CC(=O)N1CCN(c2ccc(NC(=O)c3cccc([N+](=O)[O-])c3)cc2)CC1	-2%	-21%	0%	-17%	2%	0.4	-1	-1%
O=C1NC[C@H](Cc2ccc(O)cc2)N(C[C@@H]2CCCN2C[C@H](Cc2ccc(O)cc2)N2C[C@H](Cc3ccccc3)N(CC3CCCCC3)C(=O)C2=O)C1=O	-5%	-5%	22%	-4%	-4%	1.7	3	3%
O=C(N/N=C/C(Br)=C/c1ccccc1)c1cccs1	-5%	5%	8%	-15%	-10%	0.5	-7	11%
